PGK inhibitor – blocks T. brucei phosphoglycerate kinase | P07378 | PGK/GAPDH coupled, Kinase-Glo luminescence, 60 min | Potency, µM (highest dose often 57.5 µM), inactives show at the highest dose activity change, negative = inhibition, most hits filed as inhibitors | 0.043% of 380,000 active | AID 602233; further: on the % scale 0 is the no-effect control and ±100 the full control effect; nearly all actives have a fitted effect of over 60% in size
Target sequence (P07378 whole entry, looked up): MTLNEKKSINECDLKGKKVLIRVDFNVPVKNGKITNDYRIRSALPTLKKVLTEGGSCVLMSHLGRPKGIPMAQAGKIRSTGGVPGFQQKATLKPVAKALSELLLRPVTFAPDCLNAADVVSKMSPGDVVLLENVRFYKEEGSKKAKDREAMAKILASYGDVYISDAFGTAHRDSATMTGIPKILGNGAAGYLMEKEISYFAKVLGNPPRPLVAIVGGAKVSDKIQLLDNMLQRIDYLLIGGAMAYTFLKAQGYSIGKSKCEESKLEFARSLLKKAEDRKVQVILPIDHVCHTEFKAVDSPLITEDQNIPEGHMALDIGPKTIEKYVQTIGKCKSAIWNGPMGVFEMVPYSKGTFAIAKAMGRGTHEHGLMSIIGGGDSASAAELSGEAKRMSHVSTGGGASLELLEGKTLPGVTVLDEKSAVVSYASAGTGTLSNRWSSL
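Recombinant glycosomal PGK reaction used 1,3-bisphosphoglycerate generated in-well by GAPDH (100nM final) in 100mM TEA pH 7.6, 5mM MgCl2, 0.01% Tween-20. After 60 minutes at room temperature, ATP was read by Kinase-Glo Plus luminescence end-point.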
RGS4 inh – blocks human RGS4-accelerated GTP hydrolysis | P49798 | Transcreener GDP fluorescence polarization, RGS4-accelerated GTP hydrolysis | Potency, µM (series often up to 114 µM), for the others: top-dose activity change, negative = inhibition, most hits filed as inhibitors | 0.039% of 390,000 active; further: on the % scale 0 is the no-effect control and ±100 the full control effect; nearly all actives have a fitted effect of over 75% in size; some results filed as inactive show a strong effect at the top dose
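MLSMR compounds (23 nl, pin-transferred) preincubated 10 min at room temperature with a 500nM (2x) first reagent, then RGS4 at 900nM (2x) plus Transcreener GDP mix added; fluorescence polarization (620/688 nm) read before and after 90 min at 30 °C.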
rTrxR1 inhibitor – rat TrxR1 inhibition | O89049 | recombinant rTrxR1, NADPH fluorescence consumption, selenite substrate | Potency, µM (highest dose often 114 µM), for inactives: at the highest dose activity change, negative = inhibition, most hits filed as inhibitors | 1% of 390,000 active | AID 588453; further: on the % scale 0 is the no-effect control and ±100 the full control effect; nearly all actives have a fitted effect of over 65% in size
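Rat TrxR1 (90 nM in the dispensed reagent) was pre-reduced with 400 uM NADPH for 5 min at room temperature, then incubated with compound for 15 min. After 400 uM selenite was added, NADPH fluorescence (Ex 340/Em 450 nm) was followed for 8 min.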
GLS inhibitor – inhibitors of human glutaminase (GLS). Potency, µM (highest dose often 45.5 µM), for inactives: at the top dose activity change, negative = inhibition, usual class: inhibitors. 0.21% of 410,000 active. GLS enzymatic activity, qHTS titration; further: on the % scale 0 is the no-effect control and ±100 the full control effect
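Human kidney-isoform GLS in 45 mM KH2PO4 pH 8.2, 0.02% Tween-20, with compound, started with 1mM L-Glutamine (added stock). Glutamate oxidase/HRP/Amplex red coupled fluorescence read at start and after 30 min at RT.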
Pin1 inhibitor – inhibitors of human Pin1; Q13526; Pin1 FP peptide displacement, HiFluor488, 10 min; Potency, µM (doses to about 115 µM), for inactives: at the highest dose activity, negative = inhibition, most hits filed as inhibitors; 0.009% of 390,000 active; active means well fitted inhibition curve with a large enough effect in the polarisation, with a control signal flat, not every such curve was filed as active; inconclusive means small, poorly fitted or top-dose-only effect, or effect the other way, or a change in a side signal; inactive means no such curve, though single readings can be large or run the other way; the % refers to the polarisation; further: on the % scale 0 is the no-effect control and ±100 the full control effect
ERG Ets-DNA blk – blocks human ERG Ets domain binding to DNA. P11308. fluorescence polarization, His-ERG Ets domain / labelled DNA. Potency, µM (highest dose often 76.9 µM), for inactives: at the highest dose FP activity, negative = inhibition, usual class: inhibitors. 0.028% of 370,000 active; active means well fitted inhibition curve with a large enough effect in the polarisation, with a control signal flat; inconclusive means small, poorly fitted or top-dose-only effect, or effect the other way, or a change in a side signal; inactive means no such curve, though single readings can be large or run the other way; the % refers to the polarisation;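 further: polarization taken with two DNA probes labelled with fluorescein and Texas red; % of control where 0% means no effect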
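His-tagged ERG Ets domain (1 uM in the protein solution; 300mM KCl, 50mM Tris-HCl, 1mM EDTA, 1mM DTT, pH 7.5) received compound, then a probe mix of 5 nM fluorescein-DNA and 100nM Texas-615-DNA. Fluorescence polarization was read for both dyes.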
HP1b binding inh – inhibitors of HP1-beta chromodomain binding to methylated histone tails; Potency, µM (highest dose often 114 µM), without a hit: top-dose activity change, negative = inhibition, hits mostly inhibitors; AlphaScreen HP1-beta / biotin-H3K9me3 peptide binding; AID 540317; 0.56% of 390,000 active; further: nearly all actives have a fitted effect of over 70% in size; inactives centre near 23
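AlphaScreen: HP1-beta (50 nM) preformed 30 min with biotin-H3(1-18)K9me3 peptide (50 nM) in PBS pH 7.4, 0.01% Tween-20. Compound added for 30 min at RT, then streptavidin donor/nickel chelate acceptor beads (10 ug/mL) for 30 min.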
12-LOX inh – ALOX12 (human) lipoxygenase inhibition; purified 12hLO, xylenol orange hydroperoxide absorbance; Potency, µM (series often up to 108 µM), inactives show top-dose activity change, negative = inhibition, actives largely listed as inhibitors; 1.1% of 580,000 active; AID 1671190; further: on the % scale 0 is the no-effect control and ±100 the full control effect
Target sequence (P18054 whole entry, looked up): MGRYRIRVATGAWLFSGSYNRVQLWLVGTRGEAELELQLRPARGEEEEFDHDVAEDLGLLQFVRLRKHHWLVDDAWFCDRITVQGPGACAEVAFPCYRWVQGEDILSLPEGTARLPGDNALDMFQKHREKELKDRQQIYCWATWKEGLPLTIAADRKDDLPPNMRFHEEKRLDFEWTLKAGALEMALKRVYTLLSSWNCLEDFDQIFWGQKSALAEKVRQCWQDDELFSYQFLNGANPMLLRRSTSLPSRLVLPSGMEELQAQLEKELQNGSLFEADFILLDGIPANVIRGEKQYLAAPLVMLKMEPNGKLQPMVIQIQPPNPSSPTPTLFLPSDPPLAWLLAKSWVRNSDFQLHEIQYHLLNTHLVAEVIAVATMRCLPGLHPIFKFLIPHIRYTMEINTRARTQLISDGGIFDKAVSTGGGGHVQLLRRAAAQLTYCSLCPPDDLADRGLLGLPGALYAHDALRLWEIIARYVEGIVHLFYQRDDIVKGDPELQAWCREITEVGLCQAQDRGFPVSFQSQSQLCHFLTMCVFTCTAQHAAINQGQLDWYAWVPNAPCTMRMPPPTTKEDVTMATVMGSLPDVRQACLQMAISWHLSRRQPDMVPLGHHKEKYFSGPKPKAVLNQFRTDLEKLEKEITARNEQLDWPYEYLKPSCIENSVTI
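Purified human 12hLO at 150 nM in 25 mM Hepes, 0.01% Triton X-100, pH 7.0, preincubated 15 min at room temperature with compound. Reaction started with 40 uM arachidonic acid, 30 min at room temperature. Hydroperoxide measured by Fe-xylenol orange, 573/405 nm absorbance ratio.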
JMJD2A Tudor – blocks the human JMJD2A Tudor domain | Potency, µM (doses to about 114 µM), for the others: top-dose activity change, negative = inhibition, usual class: inhibitors | 4.4% of 390,000 active | AlphaScreen JMJD2A-Tudor / H3K4me3 peptide binding; further: on the % scale 0 is the no-effect control and ±100 the full control effect; nearly all actives have a fitted effect of over 50% in size
Active calls of the source: *; i = inactive; ? = inconclusive; nt = not tested or not shown; & = joins results of further samples; [ ] = another dose, or the depositor's remark. Unless noted, the call rests on the fitted dose curve; in most records, active means well fitted curve in the direction sought with a large enough effect; inconclusive means small, poorly fitted or top-dose-only effect, or another doubt; inactive means no such curve, though single readings can be large; an effect the other way counts as inactive or inconclusive. Potency means the concentration at half of the fitted maximal effect. These rows are one share of the data; the hit share may differ from the screen's.

SMILES	PGK inhibitor	RGS4 inh	rTrxR1 inhibitor	GLS inhibitor	Pin1 inhibitor	ERG Ets-DNA blk	HP1b binding inh	12-LOX inh	JMJD2A Tudor
CN(C(=O)c1ccnn1C)C1CCCN(Cc2ccccc2F)C1 (stereo unspecified)	-1%	-9%	-19%	1%	1%	3%	38%	0%	-1%
CCN(CC)CC(=O)Nc1c(C#N)cnn1-c1ccccc1	i	-8%	21%[57.1 µM]	9%	-8%	-6%	2%	0%	-8%
Cc1cc(NC(=O)CSc2nc(=O)n(CCN(C)C)c3c2CCCC3)no1	i	-10%	10%	-3%	4%	0%	22%	8%	-1%
O=C(CCN1C(=O)C2CCCCC2C1=O)N1CCN(S(=O)(=O)c2cccc(F)c2)CC1 (stereo unspecified)	2%	-5%	3%	-7%	11%	-6%	41%[activator]	4%	-4%
O=C1CSC(c2ccc([N+](=O)[O-])cc2)N1Cc1ccccc1 (stereo unspecified)	i	-19%	11%	-1%	-2%	-2%	36%	35%[activator]	-27%
COc1cccc(-c2nnn(CCC(=O)O)n2)c1	0%	-19%	-12%	-3%	4%	-16%	26%	?	-29%
FC(F)(F)c1ccccc1CNCc1ccncc1	-8%	9%	11%[57.1 µM]	5%	-7%	0%	44%	?	?
O=C(/C=C/c1ccc(S(=O)(=O)N2CCOCC2)cc1)NC(=S)Nc1ccc(N2CCOCC2)cc1	0%	-8%	-11%	17%	1%	-15%	9%	-13%	-23%
C[C@H](CO)N1C[C@H](C)[C@H](CN(C)S(=O)(=O)c2cccs2)Oc2ccc(NC(=O)Nc3ccc4c(c3)OCO4)cc2CC1=O	0%	-10%	0%[57.1 µM]	-5%	6%	-3%	-4%	-28%	?
COc1cc(OC)cc(-n2nnc(-c3nc(-c4ccccc4Cl)no3)c2N)c1	-7%	14%	17%	-12%	9%	1%	30%	-21%	1%

The last 2 entries of the section before come first, to join the parts:
SMILES	PGK inhibitor	RGS4 inh	rTrxR1 inhibitor	GLS inhibitor	Pin1 inhibitor	ERG Ets-DNA blk	HP1b binding inh	12-LOX inh	JMJD2A Tudor
C[C@H](CO)N1C[C@H](C)[C@H](CN(C)S(=O)(=O)c2cccs2)Oc2ccc(NC(=O)Nc3ccc4c(c3)OCO4)cc2CC1=O	0%	-10%	0%[57.1 µM]	-5%	6%	-3%	-4%	-28%	?
COc1cc(OC)cc(-n2nnc(-c3nc(-c4ccccc4Cl)no3)c2N)c1	-7%	14%	17%	-12%	9%	1%	30%	-21%	1%
S=c1[nH]nc(-c2cccnc2)o1	-3%	-16%	-23%[57.1 µM]	18%	1%	2%	37%	?	20µM*
Cc1ccc2nc(NC(=O)CSc3nccn3Cc3ccc(Cl)cc3)sc2c1	-7%	-25%	31%[57.1 µM]	2%	22%	3%	-21%[57 µM]	-20%	-25%
CN(CC(=O)Nc1ccc(Cl)cc1)c1ccc(S(=O)(=O)N2CCCCC2)cc1[N+](=O)[O-]	1%	-26%	14%[57.1 µM]	3%	-2%	2%	-21%	-22%	?
CC(=O)Oc1ccc2oc3c(c2c1)C(=O)CCC3	-4%	9%	-5%	-6%	-8%	4%	7%	0%	-12%
CCOC(=O)CNC(=O)Cc1ccc(OC)cc1	23%	-3%	13%[57.1 µM]	4%	-10%	-1%	20%	177%[activator]	-4%
Clc1ccc(N=C2SCCS2)cc1	-6%	19%	32%	-2%	-4%	-7%	69%[activator]	283%[activator]	10%
N#Cc1ccccc1OCC(=O)Nc1ccc(S(=O)(=O)N2CCOCC2)cc1	i	21%	16%[57.1 µM]	-10%	2%	11%	13%[57 µM]	-1%	-16%
COC(=O)c1nn(-c2ccccc2)c(Cl)c1/C=N/OC(=O)c1ccc(Cl)c(Cl)c1	-2%	-7%	3%	1%	-3%	-3%	43%[activator]	449%[activator]	-10%
O=C(NC1CCCC1)C1CCCN(S(=O)(=O)c2ccc(-n3cnnn3)cc2)C1 (stereo unspecified)	0%	?	18%[57.1 µM]	-10%	-2%	3%	19%	-14%	0%
Cc1ccc(N2C(=O)C(Cc3ccc(O)cc3)NC2=S)cc1C (stereo unspecified)	7%	8%	-1%	32%	3%	-8%	42%[activator]	3%	-11%
Cc1ccnc(SC2CC(=O)N(c3ccc(C(C)C)cc3)C2=O)n1 (stereo unspecified)	i	-19%	19%	-11%	-2%	-9%	56%[activator]	?	-3%
CCOc1ccc(NC(=O)CN(C)c2ccc(S(=O)(=O)N3CCOCC3)cn2)cc1OCC	i	-11%	-2%	-17%	-5%	-16%	24%	2%	1%
COc1cc(OC)c(C(=O)OCC(=O)N2CCOCC2)cc1OC	4%	-3%	4%	-28%	-5%	7%	18%	-8%	-5%
C=CC[C@@H](CC(=O)N(CCO)Cc1ccccc1)C(=O)N[C@H](COC(=O)[C@@H](CC=C)Cc1ccc(F)cc1)Cc1ccccc1	5%	-6%	22%	3%	-9%	-2%	20%	?	-30%
O=C(Nc1ccccc1N1CCCC1)C1CCCO1 (stereo unspecified)	-7%	17%	-12%	-19%	0%	-5%	27%	12%	-13%
COc1ccc(NC(=O)C2CC(=O)n3cnnc3S2)cc1 (stereo unspecified)	7%	20%	?	18%	4%	2%	-66%	0%	11µM*
CC(C)C[C@H]1CN=C(Nc2ccccc2)N1CCC1CCCCC1	-7%	-4%	8%	-1%	0%	6%	-2%	-7%	-16%
O=C(c1ccco1)N1CCN=C1SCc1ccc(F)cc1	i	0%	16%	3%	3%	-2%	57%[activator]	-2%	6%
O=C(COC(=O)C1CCN(c2ccc(C(F)(F)F)cn2)CC1)Nc1ccc(Cl)cc1	5%	1%	0%[11.4 µM]	0%	1%	10%	52%[activator]	-8%	1%
CC(C)(C)c1cc(-c2csc(Nc3ccccc3)[n+]2Cc2ccc(C(=O)O)cc2)cc(C(C)(C)C)c1O	-17%	-29%	-6%	-15%	nt	-7%	45µM*	nt	40µM*
Cc1nn(CCCC(=O)NCc2ccccc2Cl)c(=O)c2nccn12	0%	-9%	44%	-2%	-7%	-1%	20%	9%	-22%
O=C(c1ccccc1)c1ccc2nc(Nc3cc(Cl)ccc3O)c3nncn3c2c1	4%	9%	28%	-13%	?	-1%	15%	?	0%
CCOC(=O)C1=C(C)OC(N)=C(C#N)C1c1ccc(C)s1 (stereo unspecified)	-3%	-15%	18%[57.1 µM]	?	-16%	-20%	41%[activator]	-23%	-12%
CCN(C[C@H]1N[C@@](CC)(C(=O)OC)[C@H]2C(=O)N(Cc3ccccc3)C(=O)[C@@H]12)S(=O)(=O)c1ccc(-c2ccccc2)cc1	3%	30%	12%	-1%	23%	-4%	16%	21%	-18%
COc1ccc(-c2noc(COc3ccc(C)c(C)c3)n2)cc1OC	i	-38%	39%[0.457 µM]	-13%	-3%	4%	90%[activator]	0%	33%
COCCCNS(=O)(=O)c1ccc2c(c1)OCCO2	-6%	36%	-12%	8%	-2%	-4%	16%	?	-11%
Cc1ccccc1NS(=O)(=O)c1cc(C(=O)NCc2ccncc2)ccc1Cl	i	-32%	-2%	-4%	0%	6%	42%[activator]	-1%	-5%
CC(=O)OC[C@H]1O[C@@H](n2ncc(=O)[nH]c2=O)[C@H](OC(C)=O)[C@@H]1OC(C)=O	6%	1%	14%	5%&-1%	-12%	2%	27%	-6%[22.9 µM]	-2%
O=C(COC(=O)c1ccccc1O)Nc1ccc(S(=O)(=O)N2CCCCC2)cc1	3%	1%	31%[57.1 µM]	-6%	-1%	0%	16%	-24%	-15%
COc1ccccc1CNC(=O)C1CCN(c2nc3ccc(Cl)cc3[nH]2)CC1	i	14%	12%[57.1 µM]	6%	-1%	0%	20%[57 µM]	-24%	-24%
COC(=O)[C@@H](NC(=O)NC1CCN(Cc2ccccc2)CC1)C(C)C	0%	-34%	17%	6%	3%	0%	7%	0%	-19%
CCc1ccccc1NC(=O)Cn1c(=O)n(Cc2ccc3c(c2)OCO3)c(=O)c2ccc(C(=O)NC3CCCCC3)cc21	-5%	-19%	7%	1%	7%	4%	54%[activator]	-17%	-7%
O=C(COC(=O)CCN1C(=O)C2CC=CCC2C1=O)Nc1ccc([N+](=O)[O-])cc1 (stereo unspecified)	-7%	-9%	0%	0%	4%	3%	43%[activator]	13%	-8%
CCOC(=O)COc1c(/C=N\OC)cc(Cl)cc1OC	i	7%	-14%[57.1 µM]	9%	-2%	16%	74%[activator]	-17%	49%[activator]
COc1cccc(C(=O)N2C(C(=O)O)CSC2c2ccccc2Cl)c1 (stereo unspecified)	4%	25%	12%	-1%	3%	-2%	20%	-14%	-7%
CS(=O)(=O)N1CCN(C(=O)CCc2ccccc2)CC1	-12%	-15%	3%[57.1 µM]	3%	1%	3%	22%	6%	-5%
COc1cc(/C=N/NC(=O)c2cc(C34CC5CC(CC(C5)C3)C4)[nH]n2)ccc1O	-9%	-11%[11.4 µM]	0%[57.1 µM]	9%	4%	1%	11%	-24%	-24%[11.4 µM]
O=c1oc2ccc(Br)cc2cc1-c1csc(-c2ccc(Cl)cc2)n1	2%	10%	15%[57.1 µM]	1%	-2%	-1%	26%	-10%	7%
FC(F)(F)c1ccc(Cl)c(NC2=NCCCCC2)c1	-8%	-8%	15%	-4%	-6%	-6%	19%	1%	-8%
CC1=C(C(=O)OCCc2ccccc2)C(c2ccsc2)NC(=O)N1C (stereo unspecified)	i	-3%[11.4 µM]	15%	-1%	-2%	4%	51%[activator]	2%	-12%

From PubChem
